Screens (PubChem BioAssay)
CTSL1 counter: counter-screen for PFM18AAP inhibitors: inhibitors of F. hepatica cathepsin L1; inhibition, % at 5.96 µM; recombinant F. hepatica cathepsin L1, Z-Leu-Arg-MCA fluorescence; actives 0.49% (n = 300,000);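 active = inhibition above the mean of all tested compounds plus 3 SD, set per screening campaign, cut at about 17% in these data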;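 also: 0% = plate median of test compound wells and 100% = 1 µM Z-Phe-Ala-diazomethylketone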
core dimer inh: HCV core protein dimerization inhibition; TR-FRET GST/Flag-core106 dimerization, 1536-well; inhibition, % at 5 µM; actives 0.33% (n = 300,000); AID 1899;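 active = inhibition above the mean of all tested compounds plus 3 SD, set per screening campaign, cut at about 45% in these data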
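Material: Tagged HCV core106 pair (GST and Flag) | Amount: GST-core106 13.5 nM, Flag-core106 17 nM | Medium: KF-containing HEPES buffer, pH 7.45, DTT, CHAPS, BSA | Reagent: Eu donor and XL665 acceptor anti-tag antibodies | Schedule: 4 h at 22.5 °C | Technique: Time-resolved FRET, ex 340 nm, em 617 and 671 nm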
GASC-1 inh: human JMJD2C demethylase inhibition. Q9H3R0. GST-JMJD2C(1-420) H3K9me3 demethylation, DELFIA europium. inhibition, % at 2.35 µM. actives 0.069% (n = 330,000). AID 2099;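 active = more than half of a compound's replicate wells show inhibition beyond 50%, single wells judged on their own value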;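 also: signal counts dimethyl H3K9 product captured on neutravidin plate; 0% = median of DMSO wells and 100% = 0.3 times that DMSO median; strong numbers were not always called active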
CR mimetic SO: yeast age-related superoxide inhibition as caloric restriction mimetic | S. cerevisiae aged cells, superoxide DHE fluorescence; hits give low values | superoxide response (% of plate mean), % at 10 µM | actives 0.18% (n = 330,000);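 active = superoxide response under a set limit, about three screen SD below normal, cut at about 65% in these data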;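 also: yeast aged for seven days with compound at 30 °C before DHE staining; 100% = average MFI of all compound-treated wells on the plate with controls excluded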
ZTA counter: counter-screen for EBNA-1 inhibitors: inhibitors of Epstein-Barr virus ZTA; P03206; ZTA-DNA binding, fluorescence polarization; inhibition, % at 11 µM; actives 0.15% (n = 320,000); AID 2234; in the data active = inhibition above about 33%
PP1 inh: PP1-alpha (human) inhibition in PP5 counter-screen | P62136 | purified PP1alpha, OMFP fluorescence | inhibition, % at 6.7 µM | actives 0.9% (n = 320,000);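 active = inhibition above the mean inhibition of all tested compounds plus 3 SD, computed separately for each screening campaign, cut at about 15% in these data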
Target sequence (P62136 whole entry, looked up): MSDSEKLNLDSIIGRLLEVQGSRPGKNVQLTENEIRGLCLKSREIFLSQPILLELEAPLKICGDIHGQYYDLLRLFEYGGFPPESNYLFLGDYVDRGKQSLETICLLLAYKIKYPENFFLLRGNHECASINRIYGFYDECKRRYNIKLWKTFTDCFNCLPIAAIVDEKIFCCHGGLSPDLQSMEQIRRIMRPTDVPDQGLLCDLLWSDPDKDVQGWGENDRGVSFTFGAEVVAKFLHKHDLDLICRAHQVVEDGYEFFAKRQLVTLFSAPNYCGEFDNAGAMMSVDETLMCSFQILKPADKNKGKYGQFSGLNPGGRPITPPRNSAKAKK
EBNA-1 inh: blocks EBNA-1 binding to DNA | actives 0.34% (n = 300,000) | EBNA-1 DNA binding, fluorescence polarization | inhibition, % at 14.8 µM | AID 1950; in the data active = inhibition above about 28%
TPT1 inhibitor: C. albicans TPT1 enzyme inhibition | actives 0.81% (n = 300,000) | AID 1962 | inhibition, % at 5 µM | recombinant caTPT1, FP RNA substrate dephosphorylation;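 active = inhibition above the mean of all tested compounds plus 3 SD, set per screening campaign, cut at about 24% in these data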;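 also: plate controls were DMSO alone for no effect and ferristatin control at 100 nM for full effect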
PP5 inh: inhibitors of human protein phosphatase 5 (PP5) | P53041 | purified PP5c, OMFP substrate fluorescence | inhibition, % at 6.7 µM | actives 0.18% (n = 320,000) | AID 1987;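 active = inhibition above the campaign's mean inhibition across all tested compounds plus 3 SD, cut at about 9.5% in these data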;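 also: 0% = DMSO only and 100% = 100 µM cantharidin control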
Target sequence (P53041 whole entry, looked up): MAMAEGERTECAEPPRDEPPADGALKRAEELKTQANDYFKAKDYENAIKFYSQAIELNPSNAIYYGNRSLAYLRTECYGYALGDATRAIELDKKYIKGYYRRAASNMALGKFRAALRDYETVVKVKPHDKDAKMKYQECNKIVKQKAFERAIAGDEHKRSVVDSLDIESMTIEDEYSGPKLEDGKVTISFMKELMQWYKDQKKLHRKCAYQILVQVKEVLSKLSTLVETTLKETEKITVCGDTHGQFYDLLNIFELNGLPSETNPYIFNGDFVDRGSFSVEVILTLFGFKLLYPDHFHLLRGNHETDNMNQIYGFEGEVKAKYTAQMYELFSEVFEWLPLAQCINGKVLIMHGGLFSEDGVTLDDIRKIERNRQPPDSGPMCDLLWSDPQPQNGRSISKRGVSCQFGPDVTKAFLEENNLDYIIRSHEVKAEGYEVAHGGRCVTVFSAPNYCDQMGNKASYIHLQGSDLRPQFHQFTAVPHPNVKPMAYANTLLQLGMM
Active calls of the source: *; · = no result given. Hits appear at their usual frequency (roughly 3.1% active in at least one column).

No.	Compound	CTSL1 counter	core dimer inh	GASC-1 inh	CR mimetic SO	ZTA counter	PP1 inh	EBNA-1 inh	TPT1 inhibitor	PP5 inh
1	CCCCN(C(=O)c1ccc(C)c(S(=O)(=O)N2CCOCC2)c1)c1c(N)n(CCCC)c(=O)[nH]c1=O	7	-3	-7	100	14	-1	-9	-1	-3.0
2	CCCCc1nc2sc3c(SCC(=O)NCc4ccco4)ncnc3c2c2c1CCC2	-1	105*	5	99	7	1	2	1	1.2
3	CC(=O)N1CCc2cc(S(=O)(=O)CCC(=O)N3CCN(c4ccccc4)CC3)ccc21	-3	0	11	98	-13	-1	-6	1	0.3
4	CCCCNS(=O)(=O)c1cccc(S(=O)(=O)N2CCCC2)c1	0	-2	1	97	-1	-3	-9	2	3.1
5	O=C(C1=C(O)C(=O)N(Cc2ccco2)C1c1cccnc1)c1cc2ccccc2o1 (centres undefined)	4	12	-17	102	-4	6	-25	4	2.8
6	O=c1sc(/C=N/Nc2ccccc2)c(Cl)n1Cc1ccccc1	-7	0	-5	117	0	1	-12	-2	3.1
7	O=C(COC(=O)c1ccccn1)NC(=O)c1ccccc1	·	·	-4	134	-19	4	·	·	3.0
8	CCOc1ccc2nc(NC(=S)N(C)C)sc2c1	-2	0	8	96	11	-1	4	0	4.0
9	COc1ccc(NC(=O)c2cc(S(=O)(=O)N3CCCCC3)c[nH]2)cc1	-2	1	2	100	-6	3	-5	-5	1.1
10	COC(=O)c1cccc(N2C(=O)c3cccnc3C2=O)c1	-1	-2	20	86	7	-4	2	1	0.0
11	COc1ccc(CN(C)C(C)C(=O)N(C)CC(=O)Nc2ccc(C)cc2)cc1F (centres undefined)	·	·	1	88	3	0	·	·	1.1
12	O=[N+]([O-])c1ccccc1OCCNCc1ccccc1	1	3	9	103	9	-3	3	0	3.2
13	COc1ccc(OC)c(-n2c(-c3cc(-c4ccccc4)n[nH]3)n[nH]c2=S)c1	1	3	-2	80	13	0	10	1	-0.8
14	Cc1cccc(CS(=O)(=O)Cc2ccc(C(=O)NCc3cccnc3)o2)c1	1	-6	14	103	-19	-1	-3	0	0.1
15	COc1cc(/C=C(/C#N)c2ccc(F)cc2)ccc1Oc1ccc([N+](=O)[O-])cn1	1	1	2	108	-17	0	-6	1	5.6
16	O=C(Nc1ccc2c(c1)CCC2)c1ccc(Br)o1	2	-4	-5	93	-25	3	-9	-7	3.2
17	O=C(CCN1C(=O)S/C(=C\c2ccc(Cl)cc2)C1=O)Nc1ccc(C(=O)O)cc1	-1	17	0	109	5	0	-3	-1	-0.1
18	CCOC(=O)CSc1nc(N(C)C)nc(N(C)C#N)n1	-3	4	-2	95	17	-2	-6	-2	0.4
19	CCOC(=O)c1c(CSC(=N)N)n(C)c2cc(Br)c(OC(C)=O)cc12	-5	1	-2	105	3	2	3	-4	-0.6
20	Cc1cccc2nc(-c3cccc(NC(=O)Cc4ccccc4)c3)cn12	-2	-2	1	116	13	-5	5	-4	-1.1
21	Cc1nc(SCC(=O)c2ccc(F)cc2)n[nH]1	-1	2	-16	86	-8	-2	-8	5	1.1
22	O=S(Cc1cc(Oc2ccccc2)nc(-c2ccccc2)n1)c1ccccc1 (centres undefined)	1	7	5	108	13	4	3	0	2.0
23	COc1ccccc1CNC(=O)CCN=C1NS(=O)(=O)c2ccccc21	·	·	2	124	3	-4	·	·	-1.7
24	COc1ccccc1OCC(=O)OCC(=O)Nc1sccc1C(N)=O	-14	6	·	100	-5	-5	-12	2	1.3
25	CCOC(=O)n1c(=O)oc2cc(S(=O)(=O)N3CCOCC3)ccc21	-1	0	-4	119	6	-7	0	0	0.4
26	COc1cc(/C=C2\CCc3c2nc2ccccc2c3C(=O)O)cc(OC)c1OC	0	10	0	105	-3	1	0	0	0.4
27	COc1ccccc1NS(=O)(=O)c1cc(Cl)ccc1OC	3	-9	13	108	-1	0	13	2	1.7
28	CCC(C)NCCCCOc1ccc(C)cc1[N+](=O)[O-] (centres undefined)	1	0	4	109	7	4	10	0	-0.5
29	Cc1ccc(C)c(NC(=S)NCCc2ccc(S(N)(=O)=O)cc2)c1	-4	-1	-1	98	5	11	1	-1	3.3
30	O=C(CSc1nc(-c2ccco2)cc(C(F)(F)F)n1)N1CCN(Cc2ccccc2)CC1	3	6	5	109	5	2	5	1	0.5
31	COCCn1c(=NC(=O)CSCC(=O)NC2CCCCC2)sc2cc(OC)ccc21	5	8	·	82	-1	-1	-4	-6	-0.7
32	Cc1nc2ccc(C(=O)NCc3ccc4c(c3)OCO4)cc2s1	-5	3	8	150	5	2	-18	3	-0.3
33	CC(=O)N1CCn2c3c(c(=O)c4cc(C)ccc42)CCC31 (centres undefined)	24*	4	17	111	-30	5	-1	-17	2.4
34	Cc1ccc(N(C(=O)C2CCC(=O)N2)C2(C(=O)NC3CCCCC3)CCCCC2)cc1 (centres undefined)	-3	-1	-5	98	-11	-2	4	-6	1.9
35	Cc1ccccc1N(CC(=O)NC1CCCC1)C(=O)CS(=O)CC(=O)Nc1ccc2c(c1)OCO2 (centres undefined)	-2	-5	60	71	-9	-3	-8	-5	1.2
36	Cc1nc(-c2ccc(F)cc2)c(CC(=O)N(C)CC(=O)Nc2ccccc2Cl)s1	-4	-2	22	100	6	-3	-7	2	0.9
37	COc1cccc(NC(=O)CN(C)C(=O)c2cn(-c3ccccc3)nc2-c2cccs2)c1	-2	9	2	114	4	-1	11	-1	4.4
38	COc1ccccc1C(=O)NCCC(=O)NNC(=O)Cn1ccc(C(F)(F)F)n1	2	-1	-5	102	-1	-2	0	-4	-1.5
39	Cc1nc2ccccc2c2c1C(=O)N(C(C)C)C2=O	-4	-4	-6	149	-16	-2	2	-5	0.8
40	Clc1ccc(Nc2nc(-c3cccs3)cs2)nc1	-2	8	-5	101	-12	0	-1	1	3.0

Five consecutive entries from above, for reference:
No.	Compound	CTSL1 counter	core dimer inh	GASC-1 inh	CR mimetic SO	ZTA counter	PP1 inh	EBNA-1 inh	TPT1 inhibitor	PP5 inh
1	CCCCN(C(=O)c1ccc(C)c(S(=O)(=O)N2CCOCC2)c1)c1c(N)n(CCCC)c(=O)[nH]c1=O	7	-3	-7	100	14	-1	-9	-1	-3.0
2	CCCCc1nc2sc3c(SCC(=O)NCc4ccco4)ncnc3c2c2c1CCC2	-1	105*	5	99	7	1	2	1	1.2
3	CC(=O)N1CCc2cc(S(=O)(=O)CCC(=O)N3CCN(c4ccccc4)CC3)ccc21	-3	0	11	98	-13	-1	-6	1	0.3
4	CCCCNS(=O)(=O)c1cccc(S(=O)(=O)N2CCCC2)c1	0	-2	1	97	-1	-3	-9	2	3.1
5	O=C(C1=C(O)C(=O)N(Cc2ccco2)C1c1cccnc1)c1cc2ccccc2o1 (centres undefined)	4	12	-17	102	-4	6	-25	4	2.8

The results go on:
No.	Compound	CTSL1 counter	core dimer inh	GASC-1 inh	CR mimetic SO	ZTA counter	PP1 inh	EBNA-1 inh	TPT1 inhibitor	PP5 inh
41	CCOC(=O)[C@H]1[C@H]2COc3ccc(OC)cc3[C@@H]2N2C(=O)CN(C)C(=O)[C@@]12C	·	·	2	120	-5	-4	·	·	-0.2
42	O=S(=O)(c1ccccc1)N1C2CCC1CC(O)(c1cccnc1)C2 (centres undefined)	1	-3	-11	95	9	1	-3	1	-1.8
43	CCC(C)(C)n1nnnc1C(C(C)C)N(CCN1CCOCC1)Cc1cc2cccc(C)c2[nH]c1=O (centres undefined)	0	-1	-3	102	13	-2	1	1	2.9
44	CC(NC(C)c1ccccc1Cl)C(=O)Nc1cccc(S(=O)(=O)N2CCCCC2)c1 (centres undefined)	·	·	·	89	-18	1	·	·	2.3
45	O=C(OCCNC(=O)c1cc2ccccc2oc1=O)c1cccnc1	-1	-3	2	110	9	10	11	1	0.0
46	CCN(CC)C(=O)CSc1nc2cc3c(cc2c(=O)n1Cc1ccc2c(c1)OCO2)OCO3	-1	4	8	96	6	-1	2	-2	-0.1
47	Cc1nc2ccccc2c2c1C(=O)N(c1ccc(C(=O)O)cc1)C2=O	-1	0	-7	173	-7	-3	-18	-1	-1.5
48	O=C(Nc1cccc(Cl)c1)c1cccc(Oc2ccc([N+](=O)[O-])cc2Cl)c1	-4	8	2	90	-1	6	-4	-1	2.7
49	COc1ccc(/C=C(\C#N)C(=O)Nc2cccnc2)cc1	1	5	0	107	1	-3	14	-4	4.2
50	O=C(Nc1ccc(Cl)cn1)C1CCCN1S(=O)(=O)c1ccccc1 (centres undefined)	-4	-3	-3	89	-7	5	12	2	1.1
51	O=C(Nc1c2c(nn1-c1ccc(F)cc1)CS(=O)(=O)C2)C1CCCC1	-2	-1	-3	88	1	-2	-7	-2	3.2
52	CCOC(=O)C1=C(C)C(c2ccc(OC)cc2)NC(=O)N1 (centres undefined)	3	-5	-2	118	-4	-1	-10	-1	-0.3
53	COc1cc(C(=O)NCc2nnc(SCC(=O)Nc3nccs3)o2)cc(OC)c1OC	-1	-5	-3	109	15	-3	-11	4	2.7
54	COc1ccc(C(=S)N2CCN(C)CC2)cc1Br	-3	-1	-1	99	-5	0	-5	3	1.5

Three of the entries above in order of the GASC-1 inh value, falling.
#	Molecule	GASC-1 inh
46	CCN(CC)C(=O)CSc1nc2cc3c(cc2c(=O)n1Cc1ccc2c(c1)OCO2)OCO3	8
49	COc1ccc(/C=C(\C#N)C(=O)Nc2cccnc2)cc1	0
47	Cc1nc2ccccc2c2c1C(=O)N(c1ccc(C(=O)O)cc1)C2=O	-7
